Source: PubChem (several laboratories)
E-sel TNF inh: blocks E-selectin expression induced by TNF alpha | actives 0.71% (n = 120,000) | inhibition, % at 2 µM | HUVEC TNFa-induced E-selectin immunofluorescence, high content;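 active = inhibition above the batch mean plus 3 SD, and confirmed as a hit on visual image review, cut at about 43% in these data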;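 note: 0% = TNF-stimulated DMSO wells and 100% = unstimulated control wells; not every result past the cut was called active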
HCT116 bCat-KO: beta-catenin-lacking colon tumor cell growth suppression; actives 1.5% (n = 140,000); HCT116 beta-catenin knockout viability, CellTiter-Glo, 60 h; hits give low values; AID 818; viability, % at 10 µM;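 active = viability at or under a set limit, the compound median less 4 SD, cut at about 6% in these data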;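 note: 0% = Hyamine 1622 control at 20 µM and 100% = untreated cell control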
PTEN del growth: suppresses growth of cells with PTEN deletion. HCT116 PTEN-null viability, CellTiter-Glo, 60 h; hits give low values. viability, % at 10 µM. actives 1.2% (n = 140,000). AID 827;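 active = viability at or below a set limit, 4 SD under the median of all tested compounds, cut at about 3.7% in these data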;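 note: PTEN knockout HCT116 line with beta catenin targeted HCT116 as companion control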
GALR2 blocker: GALR2 (human) receptor antagonism | GALR2-expressing cells, antagonist mode | inhibition, % at 4 µM | actives 0.39% (n = 140,000) | AID 828; in the data active = inhibition above about 27%;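 note: cells stimulated with galanin 1-16 at roughly its EC80; 0% = agonist challenge control and 100% = basal control without agonist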
Target sequence (O43603 whole entry, looked up): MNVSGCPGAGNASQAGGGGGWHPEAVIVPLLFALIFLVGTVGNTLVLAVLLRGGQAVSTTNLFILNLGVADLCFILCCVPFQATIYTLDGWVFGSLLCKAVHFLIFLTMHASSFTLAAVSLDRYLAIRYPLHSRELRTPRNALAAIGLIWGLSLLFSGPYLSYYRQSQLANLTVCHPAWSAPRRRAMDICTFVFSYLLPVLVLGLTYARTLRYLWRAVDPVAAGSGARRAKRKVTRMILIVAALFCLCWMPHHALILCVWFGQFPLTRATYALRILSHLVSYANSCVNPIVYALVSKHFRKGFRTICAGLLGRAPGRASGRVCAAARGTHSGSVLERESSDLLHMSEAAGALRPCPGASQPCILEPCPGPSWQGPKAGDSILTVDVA
BB579 growth dn: chemicals that inhibit yeast BB579 growth in restrictive medium (lifespan-shortening candidates); S. cerevisiae BB579 growth, OD615, 48 h; actives 0.51% (n = 140,000); AID 804; inhibition, % at 10 µM;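 active = inhibition above a set limit, 3 SD over the mean compound inhibition, cut at about 44% in these data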; note: inactives centre near -24
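System: Saccharomyces cerevisiae DeaD strain BB579, replicative lifespan model yeast. Buffer or medium: restrictive glucose-based CSMM-D medium. Doses: one dose, 10 µM compound with 0.25% DMSO. Timing: 4 h preincubation and 48 h exposure at 30 °C. Detection: turbidity as optical density at 615 nm. Benchmarks: amphotericin B 10 µg/mL, positive.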
MRP1 act: activates MRP-1; H69AR cells + doxorubicin, viability rescue, CellTiter-Glo; viability increase, % at 10 µM; actives 0.61% (n = 140,000); AID 799;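 active = viability gain under doxorubicin at or above a set limit, the compound median plus 3 SD, cut at about 4.7% in these data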;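 note: MRP-1 overexpressing cells given doxorubicin 25 µM after compound pretreatment; 18-22 h compound pretreatment then 72 h with doxorubicin before readout; 0% = doxorubicin-only wells and 100% = vehicle-treated cells without doxorubicin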
Yeast life ext: yeast lifespan extension; AID 775; actives 0.68% (n = 130,000); S. cerevisiae growth with nicotinamide, OD615; deaD strain in restrictive glucose medium; inhibition of the nicotinamide effect, % at 10 µM;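 active = inhibition above a set limit, placed 3 SD over the median of all compounds, cut at about 26% in these data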;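 note: 0% = nicotinamide-treated wells and 100% = cells grown without nicotinamide; some compounds called inactive have numbers as strong as hits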
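Assay system: engineered S. cerevisiae DeaD replicative-lifespan strain, galactose-grown log-phase cells; medium: restrictive CSMM-D dextrose medium; also added: nicotinamide, 1.5 mM, co-present with compound; schedule: 48 h compound exposure at 30 °C, humidified; detection: absorbance at 615 nm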
Measles CPE: protection of cells from measles virus; Measles virus-infected cells, CPE protection, absorbance; protection (pct of control), % at 4 µM; actives 1.5% (n = 140,000); AID 841; in the data active = protection mostly above about 24%, no sharp cut-off; inactive = mostly below about 26%; note: some compounds called inactive have numbers as strong as hits
Phagocytosis inh: macrophage phagocytosis inhibition | J774A.1 macrophage IgG-bead phagocytosis, imaging | inhibition, % at 5 µM | actives 0.07% (n = 110,000);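 active = inhibition above the mean of the plate negative controls plus 5 SD, cut at about 13% in these data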;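 note: phagocytic index as fraction of beads internalized from green versus red external bead signal; plate controls were DMSO negative control for no effect and cytochalasin-D positive control for full effect; some results beyond the cut were filed as inactive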
NPY-Y2 antag: NPY-Y2 (human) receptor antagonism | inhibition, % at 2.7 µM | actives 0.99% (n = 140,000) | NPY-Y2 expressing cells, antagonist mode | P49146 | AID 793; in the data active = inhibition above about 17%;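 note: 0% = vehicle with agonist challenge and 100% = reference antagonist with challenge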
Target sequence (P49146 whole entry, looked up): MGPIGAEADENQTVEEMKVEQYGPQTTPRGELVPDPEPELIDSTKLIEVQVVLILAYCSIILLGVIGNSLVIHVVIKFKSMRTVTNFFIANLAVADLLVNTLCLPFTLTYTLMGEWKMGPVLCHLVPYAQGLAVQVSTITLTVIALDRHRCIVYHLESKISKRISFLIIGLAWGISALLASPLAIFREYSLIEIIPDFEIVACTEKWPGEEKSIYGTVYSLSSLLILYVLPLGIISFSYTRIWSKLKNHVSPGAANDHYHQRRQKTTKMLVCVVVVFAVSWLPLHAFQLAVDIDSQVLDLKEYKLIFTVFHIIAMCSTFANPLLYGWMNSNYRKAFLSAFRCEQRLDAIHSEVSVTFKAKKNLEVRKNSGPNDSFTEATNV
An asterisk follows results filed as active; nt = no result given.

SMILES	E-sel TNF inh	HCT116 bCat-KO	PTEN del growth	GALR2 blocker	BB579 growth dn	MRP1 act	Yeast life ext	Measles CPE	Phagocytosis inh	NPY-Y2 antag
O=C(Nc1nnc(-c2ccccc2)o1)c1cc(-c2cccs2)nc2ccccc12	-17	17	11	0	-3	-2.5	18	5	nt	13
Nc1nnc(SCc2ccc(Cl)cc2)s1	0	0.8*	0.8*	-5	-3	2.8	nt	29	nt	6
CCOC(=O)c1c(C)c(C(=O)NCCCN2CCCC2=O)c(C)n1CC	-1	93	93	-1	-32	-2.3	-1	20	2	1
O=C(Oc1cccc(-n2cnnn2)c1)c1sc2ccccc2c1Cl	-3	85	93	-3	-19	-4.3	-28	3	4	1
CCOC(=O)CNC(c1ccccc1)c1cc(Br)ccc1NC(=O)CCN1CCOCC1 (stereo not given)	2	68	73	2	-40	-4.5	24	4	2	3
COc1cccc(-c2cc(C(=O)Nc3cnn(Cc4ccc(F)cc4)c3)no2)c1	-5	94	99	6	-30	-2.5	1	2	-1	4
CCC1CCCCN1Cc1nc2c(c(=O)n(C)c(=O)n2C)n1Cc1ccccc1 (stereo not given)	15	63	68	2	16	-0.2	-10	9	nt	3
CCNc1nc(NCC)n2c(SCc3ccc(F)cc3)nnc2n1	10	91	85	-7	-27	-1.9	-5	3	0	7
CCOC(=O)C(=O)/C(=C\N(C)C)c1onc(-c2c(Cl)cccc2Cl)c1C(=O)OC	-14	103	95	5	5	-3.2	-12	11	0	2
O=C(NC1CCCC1)C(c1ccncc1)N(CC1CCCO1)C(=O)Cn1nnc(-c2cccs2)n1 (stereo not given)	-23	107	104	8	-66	-0.5	-8	13	-1	2
O=C(Nc1cccnc1)c1ccc(COc2ccccc2Cl)o1	-2	34	26	9	-36	-5.7	-22	3	nt	0
CCC(=O)Nc1cc(C)c(NC(=O)C23CC4CC(CC(C4)C2)C3)cn1	-12	84	100	-5	-29	-2.1	7	10	nt	-2
COC(=O)/C=C1/SC(=Nc2ccc(C)cc2C)NC1=O	-9	74	78	1	-49	-1.9	-1	5	-1	1
O=C(O)c1cc(N2C(=O)C3CC=CCC3C2=O)ccc1NCc1cccnc1 (stereo not given)	-1	103	113	1	-37	1.1	-1	7	0	1
COC(=O)/C(=C/c1c[nH]c2ccccc12)[N+](=O)[O-]	-8	92	93	9	-32	-4.1	26*	16	-3	4

7 entries from above in a different format.
Below each SMILES: E-sel TNF inh, HCT116 bCat-KO, PTEN del growth, GALR2 blocker, BB579 growth dn, MRP1 act, Yeast life ext, Measles CPE, Phagocytosis inh, NPY-Y2 antag
Nc1nnc(SCc2ccc(Cl)cc2)s1
→ 0, 0.8*, 0.8*, -5, -3, 2.8, nt, 29, nt, 6
CCOC(=O)c1c(C)c(C(=O)NCCCN2CCCC2=O)c(C)n1CC
→ -1, 93, 93, -1, -32, -2.3, -1, 20, 2, 1
O=C(Oc1cccc(-n2cnnn2)c1)c1sc2ccccc2c1Cl
→ -3, 85, 93, -3, -19, -4.3, -28, 3, 4, 1
CCOC(=O)CNC(c1ccccc1)c1cc(Br)ccc1NC(=O)CCN1CCOCC1 (stereo not given)
→ 2, 68, 73, 2, -40, -4.5, 24, 4, 2, 3
COc1cccc(-c2cc(C(=O)Nc3cnn(Cc4ccc(F)cc4)c3)no2)c1
→ -5, 94, 99, 6, -30, -2.5, 1, 2, -1, 4
CCC1CCCCN1Cc1nc2c(c(=O)n(C)c(=O)n2C)n1Cc1ccccc1 (stereo not given)
→ 15, 63, 68, 2, 16, -0.2, -10, 9, nt, 3
CCNc1nc(NCC)n2c(SCc3ccc(F)cc3)nnc2n1
→ 10, 91, 85, -7, -27, -1.9, -5, 3, 0, 7

The main list resumes, repeating the two entries before the break.
SMILES	E-sel TNF inh	HCT116 bCat-KO	PTEN del growth	GALR2 blocker	BB579 growth dn	MRP1 act	Yeast life ext	Measles CPE	Phagocytosis inh	NPY-Y2 antag
O=C(O)c1cc(N2C(=O)C3CC=CCC3C2=O)ccc1NCc1cccnc1 (stereo not given)	-1	103	113	1	-37	1.1	-1	7	0	1
COC(=O)/C(=C/c1c[nH]c2ccccc12)[N+](=O)[O-]	-8	92	93	9	-32	-4.1	26*	16	-3	4
Cc1ccc(CSc2nnc(-c3cccc(S(=O)(=O)N4CCOCC4)c3)n2CC(C)C)cc1	nt	57	62	-5	-12	-0.7	3	8	nt	18*
NC(=O)CSc1c[nH]c2ccccc12	-4	90	98	7	-42	-3.7	-4	5	nt	0
COc1cc(C2N=C(c3ccccc3)NO2)cc(Br)c1O (stereo not given)	8	100	104	2	-43	-0.8	-13	13	-2	1
COc1ccc(-c2cc(CNC(C)=O)on2)cc1	nt	102	88	7	-17	-2.4	-10	4	nt	0
CSCC[C@@H](C(=O)Nc1ccc2c(c1)OCCO2)N1Cc2ccccc2C1=O	7	97	97	8	-11	0.2	-2	8	0	2
CCC(CO)NC(=O)c1cccc(S(=O)(=O)N2c3ccccc3CC2C)c1 (stereo not given)	nt	86	86	-5	-5	-1.6	3	17	0	1
C/C(=N/NC(=O)c1ccc2c(c1)OCO2)c1cccc(NC(=O)C(C)(C)C)c1	-27	89	92	20	-9	-2.6	2	10	-1	2
Fc1cc(Br)ccc1Nc1nc2ccccc2n2nnnc12	18	83	82	7	-22	0.1	-11	20	nt	5
CCOC(=O)n1c(SCC(=O)N(CC)CC)nc2ccccc21	-12	101	119	6	-49	-0.5	-7	0	-2	1
CC(C)c1ccc(NC(=O)CSc2nc(-c3ccccc3F)nc3nc[nH]c23)cc1	2	88	97	8	7	-0.9	-1	5	1	2
Clc1ccccc1Cn1nnc2c(NCC3CC3)ncnc21	-10	92	100	10	-25	-0.4	-13	2	0	1
COc1ccccc1Nc1nc(-c2sc(NC(=O)c3ccccc3)nc2C)cs1	-12	92	80	-3	-28	-1.3	-27	7	nt	-3
O=[N+]([O-])c1ccccc1S(=O)(=O)Oc1ccc(C(=S)N2CCOCC2)cc1	nt	73	77	-1	-27	-3.9	0	12	-9	2
O=P1(Nn2cnnc2)C=C(c2ccccc2)OC(c2ccccc2)=C1	8	100	110	-32	-15	-1.1	-16	15	nt	3
CC(=O)Nc1ccc(S(=O)(=O)N2CCc3c(Cl)cccc3C2)cc1	nt	72	77	5	-11	-2.6	-2	15	0	0
CCCN(CCC)S(=O)(=O)c1ccc(C(=O)O)cc1	-14	94	105	7	-33	-1.2	4	7	nt	5
O=C(CO/N=C1\CCCc2nonc21)Nc1ccccc1Cl	nt	95	85	0	-17	-1.0	-8	13	-2	4
O=C(CN1C(=O)C2CC=CCC2C1=O)Nc1nc2ccccc2[nH]1 (stereo not given)	11	91	93	11	-12	-2.1	-4	5	2	-2
Cc1nc(SCC(=O)Nc2ccnc3ccccc23)n[nH]1	-2	91	84	-11	-16	-2.5	1	11	nt	3
Clc1ccc(C2=Nn3c(nnc3-c3cccnc3)SC2)s1	nt	95	88	-4	4	-3.2	-7	12	0	1
COC(=O)C1=C(N)c2c(F)cccc2C1(C#N)c1ccc(F)cc1 (stereo not given)	-5	85	78	2	-27	-2.4	-1	6	2	3
Cc1ccccc1OCc1nnc(SCC(=O)Nc2ccc3c(c2)OCO3)n1C	nt	98	95	-21	-22	-3.0	-3	31	-1	4
NC(=O)Cn1c(=O)n(Cc2ccco2)c(=O)c2c3c(sc21)CCCCC3	-11	77	88	-3	-25	-2.0	-14	5	nt	-1
COc1cc(C2N(c3cc(C)on3)C(=O)C3CCCN32)cc(OC)c1OC (stereo not given)	nt	95	93	-13	-42	-1.8	-6	4	nt	3
COc1ccc(N2C(=O)CC(N3CCC(O)(c4ccc(Br)cc4)CC3)C2=O)cc1 (stereo not given)	12	83	94	16	-16	-0.5	-22	9	-2	1
COc1cccc(NC(C(=O)Nc2cccc(C(C)=O)c2)c2ccccc2)c1 (stereo not given)	nt	91	85	-26	-31	-2.0	0	15	-11	0
O=C(Nc1ccccc1F)c1ccccc1-c1ccc(C(F)(F)F)cc1	nt	77	73	2	-2	-0.4	6	12	-12	17
CCc1ccc2c(COC(=O)c3n[nH]c4ccccc34)cc(=O)oc2c1	-5	93	88	0	-21	-0.9	-15	3	-1	8
O=C(c1cc(-c2ccc(Cl)c(Cl)c2)on1)N1CCN(c2ccccc2)CC1	14	96	94	6	18	-1.4	-11	41	-3	5
N/C(=N\OC(=O)c1ccc(F)cc1)c1ccccc1	0	97	107	12	-5	-4.5	-12	12	nt	2
COC(=O)NNC(=O)c1ccccc1C	-8	104	103	-1	-45	-1.1	-9	2	0	3
Fc1ccccc1CCNc1nnnn1-c1ccccc1	7	98	82	-11	-17	-1.7	-16	44	-1	10
CCn1nnnc1-c1ccc(OC)c(S(=O)(=O)NCc2ccccc2)c1	88*	89	93	-9	3	-0.3	-8	20	8	0
Cc1ccc(CNC(=O)C2(C)Oc3ccccc3NC2=O)cc1 (stereo not given)	-1	94	104	-17	13	-0.1	-9	4	0	6
COc1ccc(-c2csc(Nc3ccc(S(N)(=O)=O)cc3)n2)cc1	nt	97	75	3	-4	3.8	-16	14	-3	-5
CC(C)Cc1ccc(C(C)C(=O)N2CCOCC2)cc1 (stereo not given)	-43	82	95	3	-20	-2.4	-25	10	-1	3
CC(C(=O)NCC1CCCO1)n1cccc1C(=O)c1ccccc1 (stereo not given)	13	96	91	-2	-29	-2.5	1	23	-4	3
COC(=O)Cc1[nH]nc2c1C1(CCSCC1)C(C#N)=C(N)O2	-5	98	106	-8	-40	1.9	-2	1	2	2
Cc1ccc(-c2nn(CC(=O)N(C)C)c(=O)c3ccccc23)cc1S(=O)(=O)N(C)C	6	101	98	-3	-1	-0.8	-6	16	-1	2

Structures above that bear a hit mark in Yeast life ext.
SMILES,E-sel TNF inh,GALR2 blocker,BB579 growth dn,Yeast life ext,Measles CPE,Phagocytosis inh,NPY-Y2 antag
COC(=O)/C(=C/c1c[nH]c2ccccc12)[N+](=O)[O-],-8,9,-32,26*,16,-3,4
